mIAP block: inhibitors of mouse IAP, primary screen, biochemical, luminescence, uHTS. purified mouse IAP, CDP-Star luminescence, 30 min. inhibition, % at 10 µM. 0.2% of 330,000 active. AID 2806, 2010;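 active means inhibition of at least 40% at 10 µM in the primary screen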;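 further: plate controls were DMSO with enzyme for no effect and no enzyme wells for full effect; values of inactives mirror those of a sister screen read the other way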
mIAP activ: activators of mouse IAP, primary screen, biochemical, luminescence, uHTS; 0.24% of 330,000 active; activation factor at 10 µM; intestinal alkaline phosphatase [Mus musculus]; muIAP, CDP-Star luminescence, 30 min; hits give high values; 1 = vehicle-only enzyme signal, 0 = enzyme-free wells;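 active means activation factor of at least 2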; further: the source names both 10 and 20 µM as test concentration; values of inactives mirror those of a sister screen read the other way
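Assay system: mouse IAP enzyme / Compound: DMSO-dissolved test compounds / Timing: 30 min, room temperature / Measured by: luminescence from enzymatic CDP-Star hydrolysis / Control set: DMSO-only wells, enzyme-free buffer wells as negative control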
MIN6 prolif: inducers of MIN6 beta-cell proliferation, primary screen, ATP luminescence, uHTS | proliferation, % at 10 µM | 0.29% of 330,000 active | MIN6 cells proliferation, ATPlite luminescence, 48 h; cells starved in 0.2% serum; 100% = growth in 10% serum;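 active means compounds whose signal lies at least 3.5 SD above the mean of all wells on their plate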;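 further: 0% = DMSO-treated cells in low-serum medium and 100% = 10% serum control; some compounds called inactive have numbers as strong as hits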
APOBEC3A inh: APOBEC3A ssDNA deaminase inhibitors, primary screen, selectivity assay for APOBEC3G inhibitor project, biochemical, FAM/TAMRA oligo cleavage fluorescence; DNA dC->dU-editing enzyme APOBEC-3A (Homo sapiens), P31941; recombinant A3A, FAM/TAMRA ssDNA deamination fluorescence; inhibition, % at 20 µM; 0.41% of 330,000 active; AID 493011, 2011;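 active means at least 40% inhibition at 20 µM here, with at most 30% in a related deaminase screen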;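 further: plate controls were A3A with DMSO for no effect and wells lacking A3A enzyme for full effect; some results filed as inactive read as strong as hits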
APOBEC3G inh: APOBEC3G DNA deaminase inhibitors, primary screen, biochemical, fluorescence, single-stranded DNA substrate, uHTS; inhibition, % at 20 µM; DNA dC->dU-editing enzyme APOBEC-3G (Homo sapiens), Q9HC16; 0.28% of 330,000 active; recombinant A3G, ssDNA deamination FAM/TAMRA fluorescence;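 active means inhibition of at least 40% at 20 µM, with no more than 30% in the related APOBEC3A deaminase screen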;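 further: plate controls were DMSO wells with A3G for no effect and wells lacking A3G enzyme for full effect; some compounds called inactive have numbers as strong as hits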
Target sequence (Q9HC16 whole entry, looked up): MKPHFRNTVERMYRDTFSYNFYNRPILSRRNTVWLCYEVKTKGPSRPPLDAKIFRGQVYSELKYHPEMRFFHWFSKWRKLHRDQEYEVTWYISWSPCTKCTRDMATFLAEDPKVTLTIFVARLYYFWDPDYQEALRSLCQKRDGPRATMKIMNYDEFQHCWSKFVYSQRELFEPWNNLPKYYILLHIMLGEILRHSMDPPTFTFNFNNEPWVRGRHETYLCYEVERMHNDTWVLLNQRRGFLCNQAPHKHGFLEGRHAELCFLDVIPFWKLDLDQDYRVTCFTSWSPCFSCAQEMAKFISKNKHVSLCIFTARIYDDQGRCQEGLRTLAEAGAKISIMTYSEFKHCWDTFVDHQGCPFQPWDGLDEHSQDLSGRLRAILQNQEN
tim10-1 inh: growth inhibitors of tim10-1 mutant yeast, primary screen, luminescence, uHTS. AID 463190, 2010. inhibition, % at 20 µM. S. cerevisiae tim10-1 ts strain growth, BacTiter-Glo, 24 h. 2.2% of 330,000 active;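 active means inhibition of at least 40%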;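 further: mutant grown at 25 °C; 0% = DMSO wells with yeast and 100% = wells holding no yeast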
TIM10 inh: growth inhibitors of isogenic TIM10 control yeast, primary screen, counter-screen for tim10-1 yeast inhibitor project, luminescence, uHTS; S. cerevisiae TIM10 strain growth, BacTiter-Glo luminescence, 24 h; inhibition, % at 10 µM; 1.4% of 330,000 active;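 active means inhibition of 40% or more at the single tested concentration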;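 further: wild-type TIM10 isogenic control strain grown at permissive 25 °C; 0% = DMSO yeast wells and 100% = minimal medium wells without yeast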
hIAP block: human IAP inhibitors, primary screen, biochemical, luminescence, uHTS; purified IAP, CDP-Star luminescence, 30 min; Intestinal-type alkaline phosphatase (Homo sapiens), P09923; inhibition, % at 10 µM; 0.12% of 330,000 active;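 active means inhibition reaching a set limit with compound at 10 µM in the primary screen, cut at about 35% in these data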;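 further: plate controls were DMSO wells with enzyme for no effect and no-enzyme buffer wells for full effect; values of inactives mirror those of a sister screen read the other way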
Target sequence (P09923 whole entry, looked up): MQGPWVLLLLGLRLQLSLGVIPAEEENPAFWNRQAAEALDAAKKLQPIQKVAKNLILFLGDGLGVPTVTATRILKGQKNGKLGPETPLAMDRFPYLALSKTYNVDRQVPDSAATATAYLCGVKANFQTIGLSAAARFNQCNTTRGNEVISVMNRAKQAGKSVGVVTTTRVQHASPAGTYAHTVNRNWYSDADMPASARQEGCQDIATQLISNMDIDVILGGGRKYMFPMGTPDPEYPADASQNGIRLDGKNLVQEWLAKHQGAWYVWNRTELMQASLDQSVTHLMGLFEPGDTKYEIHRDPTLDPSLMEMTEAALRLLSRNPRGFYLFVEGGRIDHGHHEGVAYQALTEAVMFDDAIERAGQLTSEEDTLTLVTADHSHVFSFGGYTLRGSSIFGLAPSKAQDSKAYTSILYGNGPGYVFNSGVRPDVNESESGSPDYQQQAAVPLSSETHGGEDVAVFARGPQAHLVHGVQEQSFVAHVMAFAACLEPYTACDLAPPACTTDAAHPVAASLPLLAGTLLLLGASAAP
NALP3 yeast inh: NALP3 inflammasome inhibitors in reconstituted yeast, primary screen, luminescence, uHTS; Yeast reconstituted NLRP3/ASC/caspase-1, beta-gal luminescence, 24 h; 0.39% of 330,000 active; AID 2825, 2010; inhibition, % at 10 µM;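 active means inhibition of 50% or more; inactive means inhibition below 50%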;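 further: plate controls were induced DMSO wells for no effect and uninduced yeast grown without galactose for full effect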
* marks the source's active call; other numbers are inactive results.

SMILES	mIAP block	mIAP activ	MIN6 prolif	APOBEC3A inh	APOBEC3G inh	tim10-1 inh	TIM10 inh	hIAP block	NALP3 yeast inh
Cc1cccn2c(CN(C)CCC3CCCCO3)c(C(=O)N3CCCCC3)nc12 (stereo not drawn)	0	1	-2	-1	-5	11	7	-8	4
COc1ccc(CCNC(=O)CSc2nncn2N)cc1OC	12	0.88	0	-2	-3	-3	2	16	13
Cc1ccc(C(=O)C(NC(=O)c2ccco2)N2CCOCC2)cc1 (stereo not drawn)	12	0.88	-2	0	4	1	-4	-10	16
Cc1ccc(C)c(NC(=O)CN(C)C(=O)c2ccc(-c3cccc(C(F)(F)F)c3)o2)c1	11	0.89	-3	-1	-7	21	7	-14	16
O=C(NC(CO)c1ccccc1)c1ccco1 (stereo not drawn)	0	1	-2	0	1	1	9	-11	5
CC1(C)Cc2ccccc2C(NNC(=O)c2cccnc2)=N1	-1	1	6	-1	1	8	-3	-27	5
COCCc1ncc(CN2CCC(C(=O)Nc3ccc(-n4cccn4)cc3)CC2)cn1	5	0.95	-1	-5	-4	-9	-5	-26	8
CCCCN(Cc1ccccc1)S(=O)(=O)c1ccc2c(c1)n(C)c(=O)c(=O)n2C	11	0.89	-4	-1	-3	5	-1	2	-15
COCCn1nnnc1CN1CCC(NC(=O)Nc2cccc(OC)c2)CC1	-12	1.1	1	1	0	0	9	10	-9
CCN(CC)CC#CCC(C)(c1ccccc1)c1ccccc1	1	0.99	-3	0	-3	7	17	3	26
O=[N+]([O-])c1ccc(S(=O)(=O)N(CC(O)CN2CCCCC2)c2ccccc2)cc1 (stereo not drawn)	-2	1	2	-3	-11	-10	15	-8	15
COc1ccccc1NC(=O)CSc1nc(N)cc(N)n1	-6	1.1	-3	3	-4	5	0	1	1
CC(C)(C)NC(=O)NC(=O)COC(=O)C1(C)CC1(Cl)Cl (stereo not drawn)	-1	1	0	3	-7	21	10	-9	8
O=C(Nc1cccc2c1CCCC2)c1ccc(Br)o1	-9	1.1	0	-1	4	23	5	3	13
O=C(N/N=C\c1cn(-c2ccccc2)nc1-c1ccccc1)c1ccc(Br)o1	0	1	-4	0	-6	-22	-2	3	33
Cc1ccc(NNC(=O)c2cccs2)cc1Cl	0	1	-2	-5	-6	-50	-4	12	42
Cc1nc2ncnn2c(C)c1CCC(=O)NC(C)c1ccc2c(c1)OCCO2 (stereo not drawn)	4	0.96	1	-4	-6	13	4	2	-11
CC(C(=O)Nc1ccccn1)(c1ccccc1)c1ccccc1	3	0.97	0	-7	-7	-10	-4	-9	-10
COC(=O)Cn1c(=NC(=O)c2ccc([N+](=O)[O-])s2)sc2cc(Br)ccc21	20	0.8	-2	5	1	-25	-18	-15	18
CC(C)(C)c1ccccc1OCCCCN1CCCC1	3	0.97	-3	-3	-6	-13	-8	15	-8
CC1C(C)C(O)(c2ccccc2)CCN1C (stereo not drawn)	8	0.92	0	-3	-4	2	-5	-3	3
Cc1noc(NS(=O)(=O)c2ccc(NC(=O)Cc3ccc([N+](=O)[O-])cc3)cc2)c1C	1	0.99	0	-7	-5	-3	-1	-16	2
CC1CCN(C(=O)CNC(=O)Cc2ccccc2)CC1	0	1	1	-1	-6	7	8	-5	13
CC(NC(=O)CN(Cc1ccccc1)S(=O)(=O)c1ccccc1)c1cccnc1 (stereo not drawn)	-6	1.1	-2	-1	-6	16	15	19	1
Cc1ccc(S(=O)(=O)N2CCN(CCc3ccccc3)CC2)c(C)c1	8	0.92	3	-1	-5	35	17	6	29
CC1(C(=O)Nc2ccc3ccccc3c2)CC1(Br)Br (stereo not drawn)	-6	1.1	-4	2	1	11	29	-15	21
Cc1ccccc1NC(=O)c1c(C)cc(=O)oc1C	-6	1.1	-2	-1	-2	-12	1	19	15
CCN(C(=O)COC(=O)Cn1c(C)csc1=O)c1c(N)n(Cc2ccccc2)c(=O)[nH]c1=O	7	0.93	-2	0	-6	1	6	-10	5
COc1ccccc1NCC(=O)c1ccc(C)c(C)c1	1	0.99	0	-6	-10	2	-7	-1	35
O=C(N/N=C/c1cccnc1)c1ccccc1OCc1ccc(Br)cc1	-3	1	3	1	1	13	-40	14	17
O=C(c1ccc(F)cc1)N1CCC(N2CCCCCC2)CC1	7	0.93	-2	-3	-6	1	-10	5	-15
CC(=O)c1c(N)c(C#N)c(C)n1-c1ccc(Br)cc1	2	0.98	0	0	-3	14	11	-23	9
CN(C(=O)c1coc(=O)c2ccccc12)c1ccc(Br)cc1	6	0.94	-1	3	-3	10	-20	4	-3
CC1CCCCN1C(=O)C12CCC(C)(C(=O)C1)C2(C)C (stereo not drawn)	13	0.87	1	-4	-7	3	4	2	-5
O=c1oc2ccccc2cc1-c1cn2cccnc2n1	-1	1	-4	-2	-5	16	9	-16	13
O=C(N/N=C/c1ccc(N2CCOCC2)cc1)c1ccccc1NS(=O)(=O)c1cccs1	7	0.93	-3	2	-8	13	32	-10	-3
O=C(COC(=O)c1cccc(F)c1)NC(=O)NC1CCCC1	10	0.9	-3	-1	-6	1	1	21	6
O=C(N/N=C/c1ccc(Br)s1)c1ccc([N+](=O)[O-])cc1	-4	1	-3	8	6	11	-19	1	3
COC(=O)c1sccc1OC(C)C(C)=O (stereo not drawn)	10	0.9	-3	0	1	6	1	-7	2
Cn1cccc1CNC1CCCCC1	12	0.88	-1	-2	-1	-13	1	18	13

Reprinted at random: two entries already listed.
SMILES	mIAP block	mIAP activ	MIN6 prolif	APOBEC3A inh	APOBEC3G inh	tim10-1 inh	TIM10 inh	hIAP block	NALP3 yeast inh
CC1CCCCN1C(=O)C12CCC(C)(C(=O)C1)C2(C)C (stereo not drawn)	13	0.87	1	-4	-7	3	4	2	-5
O=C(N/N=C/c1ccc(Br)s1)c1ccc([N+](=O)[O-])cc1	-4	1	-3	8	6	11	-19	1	3

A draw from above in order of heavy-atom count, falling.
SMILES	mIAP block	mIAP activ	MIN6 prolif	APOBEC3A inh	APOBEC3G inh	tim10-1 inh	TIM10 inh	hIAP block	NALP3 yeast inh
O=[N+]([O-])c1ccc(S(=O)(=O)N(CC(O)CN2CCCCC2)c2ccccc2)cc1 (stereo not drawn)	-2	1	2	-3	-11	-10	15	-8	15
COC(=O)Cn1c(=NC(=O)c2ccc([N+](=O)[O-])s2)sc2cc(Br)ccc21	20	0.8	-2	5	1	-25	-18	-15	18
Cc1ccc(C(=O)C(NC(=O)c2ccco2)N2CCOCC2)cc1 (stereo not drawn)	12	0.88	-2	0	4	1	-4	-10	16
CC(C(=O)Nc1ccccn1)(c1ccccc1)c1ccccc1	3	0.97	0	-7	-7	-10	-4	-9	-10
CC1(C)Cc2ccccc2C(NNC(=O)c2cccnc2)=N1	-1	1	6	-1	1	8	-3	-27	5
COc1ccccc1NC(=O)CSc1nc(N)cc(N)n1	-6	1.1	-3	3	-4	5	0	1	1
COc1ccccc1NCC(=O)c1ccc(C)c(C)c1	1	0.99	0	-6	-10	2	-7	-1	35
CC1(C(=O)Nc2ccc3ccccc3c2)CC1(Br)Br (stereo not drawn)	-6	1.1	-4	2	1	11	29	-15	21
O=C(NC(CO)c1ccccc1)c1ccco1 (stereo not drawn)	0	1	-2	0	1	1	9	-11	5
CC1C(C)C(O)(c2ccccc2)CCN1C (stereo not drawn)	8	0.92	0	-3	-4	2	-5	-3	3
COC(=O)c1sccc1OC(C)C(C)=O (stereo not drawn)	10	0.9	-3	0	1	6	1	-7	2
Cn1cccc1CNC1CCCCC1	12	0.88	-1	-2	-1	-13	1	18	13

New compounds follow
SMILES	mIAP block	mIAP activ	MIN6 prolif	APOBEC3A inh	APOBEC3G inh	tim10-1 inh	TIM10 inh	hIAP block	NALP3 yeast inh
CCN(CC)CCCNC(=O)c1cc(-c2ccc(Cl)cc2)on1	4	0.95	-3	-4	-1	13	-14	12	8
CC(=O)Nc1ccc(-c2cn3cccnc3n2)cc1	9	0.91	-1	-1	-6	5	-2	10	-7
CCOC(=O)N1CCN(S(=O)(=O)c2cccc3nonc23)CC1	-6	1.1	-1	-2	-5	2	-1	17	-2
O=C(CSc1nc2ncc(Br)cc2[nH]1)c1ccc([N+](=O)[O-])cc1	3	0.97	-7	-2	-3	-3	11	-7	5
NC(=O)Cn1nc(C(F)(F)F)c2c1CCCC2	6	0.94	-2	1	-8	5	5	3	6
COc1ccc(CCn2nnnc2C(c2ccc(Cl)cc2)N2CCN(C)CC2)cc1OC (stereo not drawn)	-5	1	-2	1	-3	3	-8	-12	18
CC(C)C(O)P(=O)(OCc1ccccc1)c1ccc(N(C)C)cc1 (stereo not drawn)	-1	1	-2	-2	-6	15	13	-16	4
CC(=O)NCCc1nc2cc(NC(=O)c3ccc([N+](=O)[O-])cc3)ccc2n1C	-8	1.1	-1	0	-4	5	4	-5	15
O=C(O)CN1C(c2ccccc2)=Nc2ccc(Br)cc2C1c1ccccc1 (stereo not drawn)	6	0.94	0	-1	-6	-4	10	13	10
Cc1nc(-c2cccc(NC(=O)c3ccc(Br)o3)c2)cs1	5	0.95	2	-1	-8	17	6	-13	19
O=C(Nc1cccc(C(F)(F)F)c1)C1CC(=O)N(CCc2ccccc2)C1 (stereo not drawn)	-10	1.1	-5	-2	-1	18	3	19	6
CCc1[nH]c(C)c(C(C)=O)c1C	-8	1.1	-4	-2	-7	1	-18	2	23
Cc1ccc(CC(=O)NCCS(=O)c2ccc(Cl)cc2)cc1 (stereo not drawn)	1	0.99	-4	-2	-5	6	5	1	5
O=C(CN1C(=O)COc2ccccc21)NCCCN1CCCC1	4	0.96	-2	-4	-4	-6	-3	-17	3
Cc1ccc(NC(=S)NCc2ccc(Cl)cc2)c(C)c1	-52	1.5	-5	-11	-4	2	13	6	32
CCC(CC)Nc1ccc(C(CC(N)=O)NC(=O)Cc2cccc3ccccc23)cc1[N+](=O)[O-] (stereo not drawn)	17	0.83	0	-1	-8	3	5	14	9
OCc1nnn(-c2ccccc2)c1CO	1	0.99	1	-1	-8	-11	-3	6	12
Cc1cccc(OCC(=O)N2CCN(C(=O)Cc3ccccc3)CC2)c1	2	0.98	-1	-3	-5	-4	2	9	26
COc1cccc(CN(C(=O)/C=C/c2ccc(Cl)cc2)C2CCS(=O)(=O)C2)c1 (stereo not drawn)	3	0.97	0	-2	-9	-7	17	-7	16
Cc1c(NC(=S)NC(=O)c2cc3ccccc3o2)cccc1C(=O)O	7	0.93	2	-5	-8	-23	-6	-13	6
